# Bioassay records deposited in PubChem by National Center for Advancing Translational Sciences (NCATS).
# Abeta rescue = compounds reversing amyloid beta toxicity in yeast; yeast expressing A-beta42, growth rescue, OD600, 48 h; response scale: 0% DMSO, 100% iron-clioquinol control; Potency, µM (doses to about 46.1 µM), without a hit: at the top dose growth rescue, actives largely listed as activators; 0.063% of 410,000 active; also: potency is read from the fitted curve at half-maximal effect; nearly all actives have a fitted effect of over 55% in size
#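 Yeast A-beta toxicity model in growth medium with pinned compounds, 48 h at 30 C; growth read as absorbance at 600 nm. Normalized to FeCl3/clioquinol equimolar mix (positive) and DMSO (negative).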
# GLP-1R inv ag = inverse agonists of human GLP-1 receptor | Potency, µM (titrated, usually from 38.3 µM), for the others: at the top dose activity change, negative = inhibition, hits mostly inhibitors | P43220 | 1.6% of 410,000 active | AID 624417 | HEK293 GLP-1R CRE-luciferase, luminescence, 24 h; GLP-1R form is constitutively active; also: potency is read from the fitted curve at half-maximal effect; % is scaled to controls: 0 for no effect and ±100 for the full control effect; nearly all actives have a fitted effect of over 55% in size
# Target sequence (P43220 whole entry, looked up): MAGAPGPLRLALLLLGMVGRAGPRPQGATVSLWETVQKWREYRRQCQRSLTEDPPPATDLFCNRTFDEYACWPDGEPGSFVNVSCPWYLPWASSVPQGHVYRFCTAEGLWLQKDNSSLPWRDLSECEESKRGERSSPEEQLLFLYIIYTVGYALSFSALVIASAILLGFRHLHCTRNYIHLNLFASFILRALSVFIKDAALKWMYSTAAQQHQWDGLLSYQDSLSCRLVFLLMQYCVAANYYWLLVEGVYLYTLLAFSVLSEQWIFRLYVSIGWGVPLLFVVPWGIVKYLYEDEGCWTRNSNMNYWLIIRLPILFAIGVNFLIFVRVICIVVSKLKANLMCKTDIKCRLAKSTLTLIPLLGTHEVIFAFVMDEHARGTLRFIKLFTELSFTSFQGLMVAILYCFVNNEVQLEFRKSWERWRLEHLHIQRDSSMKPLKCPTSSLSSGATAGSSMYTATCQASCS
#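 Constitutively active GLP-1R drives a cAMP-responsive luciferase in stably transfected HEK293 cells; test compounds are added after overnight (12 h) attachment and left 24 hr, and signal loss in luminescence marks inhibition.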
# TDP-43 yeast inh = inhibitors of TDP-43 toxicity in yeast; 1.8% of 410,000 active; Potency, µM (top dose mostly 46.1 µM), inactives show top-dose growth rescue (activation), usual class: activators; TDP-43 expressing yeast growth rescue, BacTiter-Glo, 24 h; AID 652104; also: potency is read from the fitted curve at half-maximal effect; % of control where 0% means no effect; nearly all actives have a fitted effect of over 50% in size
#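 Galactose-induced TDP-43 yeast, OD600=0.02, compound pinned; 24 hr, 30 deg C; BacTiter-Glo luminescence for growth. Inhibitors of TDP-43 toxicity read as activators.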
# Akt phos inh = blocks phosphorylation of Akt | Neuro2A IGF-stimulated pAkt S473 HTRF, 20 min; active compounds read low | activity change, % for hits at 50 µM | 0.32% of 360,000 active; in the data active = activity change below about -80%; inconclusive = mostly about -51% to -80%; also: % is scaled to controls: 0 for no effect and ±100 for the full control effect
#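 Neuro2A cells in DMEM with 0.5% FBS, overnight at 37 deg C, given compound at single 50 µM final, then IGF (6 nM final) for 20 min at 37 deg C. Lysed; phospho-Akt Ser473 by HTRF after 24 h, 665/615 ratio.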
# aSyn rescue = alpha-synuclein toxicity inhibition in yeast; Potency, µM (doses to about 46.1 µM), without a hit: at the top dose growth rescue (activation), most hits filed as activators; AID 652106; Yeast expressing alpha-synuclein, growth rescue, BacTiter-Glo, 24 h; 0.14% of 370,000 active; also: potency is read from the fitted curve at half-maximal effect; % of control where 0% means no effect; nearly all actives have a fitted effect of over 65% in size
#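 Screening used galactose-induced yeast with toxic alpha-synuclein levels, exposed to compound for 24 hr at 30 deg C. Cell growth, read with BacTiter-Glo luminescence, gave the measured signal.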
# PTHR1 agonist = agonists of human PTHR1 parathyroid hormone receptor; AID 743266; 0.075% of 410,000 active; HEK293 GP2 PTHR1 cells, GloSensor cAMP luminescence, 1 h; Q03431; Potency, µM (highest dose often 115 µM), inactives show top-dose activation, usual class: activators; also: potency is read from the fitted curve at half-maximal effect; nearly all actives have a fitted effect of over 55% in size; some results filed as inactive show a strong effect at the top dose; inactives centre near -15; many of its hits are not listed in these tables
# Target sequence (Q03431 whole entry, looked up): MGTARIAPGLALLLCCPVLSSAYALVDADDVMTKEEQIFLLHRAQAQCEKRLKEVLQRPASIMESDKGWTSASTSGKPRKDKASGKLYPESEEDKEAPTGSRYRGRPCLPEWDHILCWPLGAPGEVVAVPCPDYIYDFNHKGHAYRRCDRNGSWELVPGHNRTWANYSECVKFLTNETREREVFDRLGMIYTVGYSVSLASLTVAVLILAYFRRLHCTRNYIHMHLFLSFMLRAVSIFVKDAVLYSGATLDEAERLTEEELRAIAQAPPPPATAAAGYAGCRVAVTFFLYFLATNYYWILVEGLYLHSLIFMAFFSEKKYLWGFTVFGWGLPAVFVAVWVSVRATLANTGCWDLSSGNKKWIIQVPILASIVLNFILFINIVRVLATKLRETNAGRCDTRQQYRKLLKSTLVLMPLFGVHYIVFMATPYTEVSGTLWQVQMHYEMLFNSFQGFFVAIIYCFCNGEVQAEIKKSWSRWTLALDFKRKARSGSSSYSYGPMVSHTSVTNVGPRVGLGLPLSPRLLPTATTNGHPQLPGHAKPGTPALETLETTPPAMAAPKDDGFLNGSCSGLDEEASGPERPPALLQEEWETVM
#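 HEK-293-derived GP2 cells expressing PTHR1 and a GloSensor cAMP reporter, 3,000/well, plated overnight, given luciferin plus IBMX (each 0.5 mM as added) for 1 h at 37 °C, then compound for 1 h at 37 °C. Luminescence was read after 15 min at room temperature.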
# FUS yeast rescue = rescues growth of FUS-expressing yeast; AID 1347120; S. cerevisiae FUS-expressing, growth rescue, OD600, 24 h; 0.24% of 390,000 active; Potency, µM (top dose mostly 76.6 µM), without a hit: at the highest dose growth rescue (activation), most hits filed as activators;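 also: potency is read from the fitted curve at half-maximal effect; plate controls were DMSO vehicle for no effect and reference control for full effect; nearly all actives have a fitted effect of over 55% in size; some results filed as inactive show a strong effect at the top dose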
#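 Toxicity suppression screen in FUS-yeast. Cells induced with 2% galactose, starting OD 0.005, treated 24hr at 30C with compounds at multiple final concentrations; growth by OD600.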
# HEK293 tox = cytotoxicity counter-screen for GLP-1 receptor inverse agonists. AID 624418. Potency, µM (doses to about 38.3 µM), for inactives: at the highest dose activity change, negative = inhibition, hits mostly inhibitors. HEK293 cAMP-luciferase reporter cells, luminescence, 24 h. 0.13% of 410,000 active;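 also: loss of luciferase light is scored as toxicity; potency is read from the fitted curve at half-maximal effect; % is scaled to controls: 0 for no effect and ±100 for the full control effect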
#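 A 23 nL compound transfer followed 12 hours of cell culture at 37 deg C; exposure then lasted 24 hr. Luciferase assay detection reagent was dispensed and plates read for luminescence after a 12 min room-temperature wait.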
# MmCpn inh = blocks the Methanococcus maripaludis chaperonin Mm-Cpn. purified Mm-Cpn ATPase, ADP Transcreener TR-FRET. Potency, µM (top dose mostly 76.9 µM), inactives show at the highest dose activity, negative = inhibition, most hits filed as inhibitors. 0.031% of 330,000 active. AID 504842; also: potency is read from the fitted curve at half-maximal effect; % is scaled to controls: 0 for no effect and ±100 for the full control effect; nearly all actives have a fitted effect of over 80% in size
#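 TR-FRET (320 nm excitation; 590 and 665 nm emission) reports ADP made from 10 uM ATP by 25 nM enzyme; compounds were preincubated 10 min, reaction run 30 min, both at 37°C.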
# * hit, by the source's call; i = inactive; u = inconclusive; x = not tested or not shown; [ ] = dose if it differs, or a comment. Unless noted, calls follow the shape of the dose curve; as a rule, active = well fitted curve in the direction sought with a large enough effect; inconclusive = small, poorly fitted or top-dose-only effect, or another doubt; inactive = no such curve, though single readings can be large; an effect the other way counts as inactive or inconclusive. A portion of the library. The share of hits here may be higher or lower than overall.
# Every second line gives: Abeta rescue	GLP-1R inv ag	TDP-43 yeast inh	Akt phos inh	aSyn rescue	PTHR1 agonist	FUS yeast rescue	HEK293 tox	MmCpn inh
CSc1ccccc1C(=O)N1CCC(n2nccc2NC(=O)C(C)(C)C)CC1
→ 4%	19%	16%	i	3%	i	-2%	-6%	1%
COC(=O)c1ccc(CNC(=O)c2cc(COc3cncc(Cl)c3)on2)cc1
→ 3%	u	2%	i	-3%	-3%	10%	-12%	1%
O=C(NC(=S)Nc1cccc([N+](=O)[O-])c1)c1ccccc1
→ 22%	2%	21%	i	5%	-1%	2%	-6%	-2%
CCOC(=O)c1cccc(NC(=O)CC(c2cc(OC)c(OC)c(OC)c2)N2Cc3ccccc3C2=O)c1 (stereo unspecified)
→ -2%	13%	24%	x	2%	-12%	13%	1%	x
CC1CCc2sc(C(=O)NN=C3CCCC3)cc2C1 (stereo unspecified)
→ -26%	8%	2%	i	-9%	i	-8%	3%	x
CC(C)(C)OC(=O)N1CCC(C(=O)Nc2cccc(C(=O)NC3CC3)c2)CC1
→ 4%	-12%	13%	i	3%	-5%	-19%	1%	x
CCCC(=O)c1ccc(N2CCN(C(=O)c3ccccc3Br)CC2)c(F)c1
→ -30%	u	22µM*	i	0%	-77%[inhibitor][57.5 µM]	28%	-6%	0%
Cc1ccc(-c2noc(-c3nnn(-c4cccc(C(F)(F)F)c4)c3N)n2)cc1
→ -11%	10%	13%	x	x	i	-14%	8%	x
CC(=O)c1ccc(NC(=S)N2CCCC(CO)C2)cc1 (stereo unspecified)
→ -15%	20%	5%	i	-4%	i	8%	-1%	0%
O=C(NCCc1cnccn1)C1CCC(=O)N(Cc2ccc(Cl)cc2)C1 (stereo unspecified)
→ -2%	-8%	10%	i	5%	i	-9%	-11%	1%
CC(C(=O)Nc1cc([N+](=O)[O-])ccc1Cl)N1CCN(c2ccc(O)cc2)CC1 (stereo unspecified)
→ 17%	-20%	28%	i	-7%	-12%	14%	6%	0%
COC(=O)c1ccccc1OCC(=O)N1CCN(c2ccc(F)cc2)CC1
→ -8%	0%	3%	i	11%	i	25%	-4%	-1%
CC(=O)c1ccc(N2C(=O)CC(N3CCN(S(=O)(=O)c4ccc(C)c(C)c4)CC3)C2=O)cc1 (stereo unspecified)
→ 20%	11%	-3%	i	-2%	-41%[inhibitor]	24%	-1%	-1%
COc1ccc(S(=O)(=O)N2CCC(C(=O)NCCC(=O)Nc3ccccc3OC)CC2)cc1
→ -6%	9%	5%	i	3%	-31%[inhibitor]	-30%	6%	x
CCOC(=O)C1=C(C)Nc2[nH]c(=O)[nH]c(=O)c2C1c1cccs1 (stereo unspecified)
→ 0%	12%	15%	i	-11%	-6%	-26%	-10%	1%
CCCCCCc1nnc(NC(=O)OCC)s1
→ 5%	-3%	u	i	-2%	i	25%	-10%	1%
O=C1NC(=O)C(c2cccs2)(c2cccs2)N1
→ -4%	10%	-12%	i	-3%	-8%	15%	-2%	1%
CCOc1ccc(C(=O)Nc2cccc(OCc3cc(=O)n4cc(C)sc4n3)c2)cc1
→ -3%	-1%	-3%	x	x	i	-35%	13%	x
CCOCCCn1c(SCC(=O)OCC)nc2c(sc3ccccc32)c1=O
→ -1%	2%	-2%	x	x	-28%	-7%	0%	x
CCOC(=O)C1(C)CCN1C(=O)c1ccc(OC)c(OC)c1 (stereo unspecified)
→ -9%	0%	16%	i	2%	-21%	-22%	1%	x

# Continued; it opens with the 3 that closed the last part.
# Every second line gives: Abeta rescue	GLP-1R inv ag	TDP-43 yeast inh	Akt phos inh	aSyn rescue	PTHR1 agonist	FUS yeast rescue	HEK293 tox	MmCpn inh
CCOc1ccc(C(=O)Nc2cccc(OCc3cc(=O)n4cc(C)sc4n3)c2)cc1
→ -3%	-1%	-3%	x	x	i	-35%	13%	x
CCOCCCn1c(SCC(=O)OCC)nc2c(sc3ccccc32)c1=O
→ -1%	2%	-2%	x	x	-28%	-7%	0%	x
CCOC(=O)C1(C)CCN1C(=O)c1ccc(OC)c(OC)c1 (stereo unspecified)
→ -9%	0%	16%	i	2%	-21%	-22%	1%	x
COc1cc(OC)c(OC)cc1CN1CCc2ccccc2C1
→ 11%	-14%	-3%	i	-2%	i	-9%	-4%	-2%
COCc1cc(C)nc2sc3c(=O)oc(C)nc3c12
→ 3%	-1%	4%	i	11%	-48%[inhibitor]	x	1%	-4%
Nc1cccc(Nc2ccccc2)c1
→ 6%	5%	-14%	i	-9%	-6%	0%	-13%	-2%
CCOc1ccccc1C(=O)Nc1ccccc1-c1ccccc1
→ -10%	u	u	i	6%	i	x	-5%	0%
Cc1ccc(CSc2nc3ccccc3c(=O)n2CCCC(=O)NCc2ccco2)cc1
→ 3%	0%	-7%	i	0%	i	-6%	2%	1%
Cc1nnc(SCC(N)=O)n1CC1CCCO1 (stereo unspecified)
→ 4%	-7%	-3%	i	-1%	i	-8%	-13%	-5%
COc1cc(CNc2ccccc2SC)ccc1O
→ -6%	28%	-12%	i	1%	i	44%	7%	-9%
Cc1ccc2nc(SCC(=O)N3N=C(c4cccs4)CC3c3ccc(F)cc3)nc(=O)n2c1 (stereo unspecified)
→ 2%	-23%	16%	i	u	27%	34%	-12%	x
COc1ccc(OC)c(N(CC(=O)N2CCCC2)S(=O)(=O)c2ccccc2)c1
→ 2%	0%	-5%	i	1%	i	14%	-5%	2%
Cc1ccc(Nc2cc(-n3cccn3)ncn2)c(C)c1
→ 19%	59%[activator]	u	i	-22%	-18%	2%	-2%	-2%
Cc1ccc(S(=O)(=O)NC(=O)Nc2cc(C)no2)cc1
→ 5%	13%	16%	i	-3%	-15%	-13%	5%	2%
COc1ccccc1NC(=O)/C(C#N)=C/c1cc([N+](=O)[O-])ccc1N1CCCC1
→ -3%	13%	-12%	i	u	-2%	0%	-9%	-1%
Clc1cccc2sc(N3CCN(c4ccccc4)CC3)nc12
→ 14%	u	3.5µM*	i	0%	-22%	14%	19%	-2%
Cc1cc(Cl)ccc1OCC(=O)NCc1ccncc1
→ 9%	0%	-11%	i	-8%	-19%	-5%	-2%	1%
Cn1nc(C(=O)OCC(=O)Nc2ccc(SC(F)F)cc2)c2ccccc2c1=O
→ 7%	21%	u	i	-11%	-93%[inhibitor]	x	9%	-2%
O=C(NCc1ccco1)c1cccc2ccccc12
→ 19%	1%	24%	x	5%	-9%[57.5 µM]	-16%	-13%	1%
Cc1cccc(C)c1NC(=O)C1(C)CN(S(C)(=O)=O)CC(=O)N1CCc1c[nH]c2ccccc12 (stereo unspecified)
→ -17%	-20%	5%	i	7%	2%	38%	-1%	x
Cc1nc([N+](=O)[O-])c(Sc2nc3ccccc3n2C)n1Cc1ccccc1
→ -26%	4%	11%	i	0%	-21%	x	u	-3%
CNC(=O)CN(c1cc(OCCOC)c(Cl)cc1Cl)S(=O)(=O)c1ccccc1
→ -15%	-24%	-29%	i	-1%	-13%	14%	-8%	-1%
Nc1cc(=O)[nH]c(=O)n1-c1ccc(Cl)cc1
→ 5%	9%	-15%	i	0%	-16%	3%	-4%	1%
COC(=O)c1ccc(C)c(NC(=O)CCSc2ccc(Cl)cc2)c1
→ 12%	u	12%	i	1%	-19%[57.5 µM]	7%	-9%	-2%
N/C(=N\OC(=O)CCC1CCCC1)c1ccc(Cl)cc1
→ 10%	1%	-14%	i	-53%[inhibitor]	i	3%	-3%	-4%
CC1CCN(c2ncnc3nc[nH]c23)CC1
→ -14%	45%[activator]	12%	i	2%	-16%	-18%	-5%	1%
C#CCN(C(=O)CC1C(=O)NCCN1C/C=C/c1ccccc1)C1CCCCC1 (stereo unspecified)
→ -12%	21%	4%	i	-2%	i	-19%	-1%	-1%
COc1ccc(C#Cc2cccc(-c3nc(C(=O)NCc4ccc(Oc5ccccc5)cc4)cc4c3[C@@H](CCO)N(S(=O)C(C)(C)C)C4)c2)cc1OC (stereo partly specified)
→ -32%[inhibitor]	22%	24%	i	-45%[inhibitor]	-7%	u	-10%	x
CCn1nnnc1NCc1ccc(Cl)cc1
→ -10%	-6%	-13%	i	-6%	-8%	-24%	1%	-3%
COc1ccc(CCC(=O)Nc2ccc(OC)c(S(=O)(=O)N3CCCCC3)c2)cc1
→ -18%	12%	-4%	i	u	-23%	-14%	-6%	0%
O=C(c1cccs1)N1CCOCC1
→ -5%	u	-15%	i	-1%	-15%[57.5 µM]	2%	-3%	1%
CN1CC[C@@H]2C(=O)N3CCc4ccc(-c5ccc6c(c5)OCO6)cc4[C@@H]3C[C@@H]21
→ -19%	18%	4%	i	-5%	i	-10%	-4%	x

# Of the compounds above, 4 have an NH in an aromatic ring:
# Every second line gives: Abeta rescue	GLP-1R inv ag	TDP-43 yeast inh	Akt phos inh	aSyn rescue	PTHR1 agonist	FUS yeast rescue	HEK293 tox	MmCpn inh
CCOC(=O)C1=C(C)Nc2[nH]c(=O)[nH]c(=O)c2C1c1cccs1 (stereo unspecified)
→ 0%	12%	15%	i	-11%	-6%	-26%	-10%	1%
Cc1cccc(C)c1NC(=O)C1(C)CN(S(C)(=O)=O)CC(=O)N1CCc1c[nH]c2ccccc12 (stereo unspecified)
→ -17%	-20%	5%	i	7%	2%	38%	-1%	x
Nc1cc(=O)[nH]c(=O)n1-c1ccc(Cl)cc1
→ 5%	9%	-15%	i	0%	-16%	3%	-4%	1%
CC1CCN(c2ncnc3nc[nH]c23)CC1
→ -14%	45%[activator]	12%	i	2%	-16%	-18%	-5%	1%
